Source: PubChem BioAssay (Broad Institute)
E-sel inducer = E-selectin induction in HUVECs, primary screen, imaging, HUVEC, immunofluorescence imaging, single point; P16581; normalized: neutral wells 0, TNF-alpha wells 100; activation, % at 7.58 µM; 260,000 tested, 0.37% active; AID 686992, 2013;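 active = mean E-selectin-positive cell signal at least 10% of the positive control, reached in at least 60% of replicates, without over 20% cell loss; inconclusive = no rule given, readout overlaps actives, possibly toxicity-flagged; inactive = the rest, including those meeting only one limit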;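 also: in these data hits start at about 27%; measured in HUVEC primary endothelial cells; signal is the percent of cells scored E-selectin positive by PE staining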
Target sequence (P16581 whole entry, looked up): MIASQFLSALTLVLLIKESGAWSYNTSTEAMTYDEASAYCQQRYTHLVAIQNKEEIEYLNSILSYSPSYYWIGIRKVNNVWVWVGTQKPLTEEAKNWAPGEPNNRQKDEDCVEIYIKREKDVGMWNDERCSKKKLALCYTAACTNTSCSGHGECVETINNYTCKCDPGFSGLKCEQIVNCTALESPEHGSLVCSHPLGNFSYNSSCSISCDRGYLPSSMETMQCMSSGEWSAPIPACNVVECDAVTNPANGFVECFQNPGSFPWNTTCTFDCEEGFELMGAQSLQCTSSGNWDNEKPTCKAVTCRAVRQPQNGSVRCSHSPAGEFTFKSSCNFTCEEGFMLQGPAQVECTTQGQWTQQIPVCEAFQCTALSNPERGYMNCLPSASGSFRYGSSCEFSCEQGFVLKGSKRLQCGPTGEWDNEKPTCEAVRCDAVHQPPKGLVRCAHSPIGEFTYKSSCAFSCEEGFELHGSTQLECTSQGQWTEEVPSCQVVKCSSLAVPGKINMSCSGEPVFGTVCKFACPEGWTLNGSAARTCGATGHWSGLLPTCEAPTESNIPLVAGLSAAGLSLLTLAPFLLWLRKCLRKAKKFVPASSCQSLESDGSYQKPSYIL
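Read-out: % PE-positive cells | Test system: HUVEC | Doses: One compound dose added by pin transfer | Buffer or medium: EGM-2 over gelatin coat | Signal: Immunofluorescence imaging | Benchmarks: TNF-alpha, DMSO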
ERp5 inh = inhibitors of ERp5-driven insulin aggregation, primary screen, biochemical, turbidity, absorbance 650 nm, single point; Protein disulfide-isomerase A6 (Homo sapiens), Q15084; 90 min; inhibition, % at 9.99 µM; 350,000 tested, 0.05% active; AID 651711, 2012;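 active = mean replicate inhibition above about 25%, with every replicate also reaching it, limit read from the data, passing the limit was not always enough; inconclusive = only one of those two criteria met; inactive = neither criterion met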
RAD52 anneal inh = RAD52 DNA annealing inhibitors, primary screen, biochemical, FRET, single point, set 2; DNA repair protein RAD52 homolog (Homo sapiens), P43351; recombinant RAD52 DNA annealing, FRET fluorescence; inhibition, % at 18.7 µM; 360,000 tested, 0.46% active;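 active = every replicate showing at least 50% inhibition; inconclusive = mean inhibition at least 50% but not in every replicate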
esBAF inh = Bmi1 luciferase reporter increase in mESCs, primary screen, esBAF inhibitor project, mouse ES cells, Bmi1 luciferase knock-in, single point; 24 h; 100% = twice the neutral-well signal; 350,000 tested, 2% active; reporter increase, % at 12.5 µM; AID 602393, 2012; in the data active = activation above about 40%; inconclusive = no clear call, values can overlap the other calls;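 also: 0% = median of the plate's neutral control wells and 100% = double that signal; a rise in the Bmi1 reporter signal indicates esBAF inhibition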
ERAP1 HTS inh = human ERAP1 aminopeptidase inhibitors, primary screen, biochemical, single point, plate reader. Endoplasmic reticulum aminopeptidase 1 (Homo sapiens), Q9NZ08. recombinant ERAP1, Leu-AMC fluorescence, 60 min. inhibition, % at 10.7 µM. 340,000 tested, 0.15% active. AID 652197, 2013;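 active = mean replicate inhibition of at least 30%, or all replicates individually reaching that 30% level; inactive = mean below 30% and not every replicate reaching it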;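 also: 0% = neutral control wells and 100% = L-leucinethiol positive control wells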
Xi reactivation = activators of inactive X chromosome reactivation, primary screen, imaging, XiGFP fibroblasts, GFP high-content imaging, set 2; XiGFP mouse fibroblasts, % GFP-positive cells imaging, 3 d; cells co-treated with 5-aza-dC sensitizer; scaled so ellipticine positive control = 100%; activation, % at 7.58 µM; 360,000 tested, 0.055% active;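 active = mean normalized replicate activation at least 10% and every replicate at or above 10%; inconclusive = only one of the two criteria met; inactive = mean below 10% and not all replicates reach 10%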;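 also: 0% = median of on-plate neutral control wells and 100% = ellipticine 6 µM median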
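System: XiGFP fibroblasts, SV40-immortalized. Medium: DMEM plus 5-aza-dC sensitizer. Doses: single point. Timing: 3 d treatment, 15 min room-temperature fixation. Control set: ellipticine 6 µM.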
RAD54 inh = inhibitors of human RAD54 branch migration, primary screen, biochemical, fluorescence, single point | DNA repair and recombination protein RAD54-like (Homo sapiens), Q92698 | RAD54 Holliday junction branch migration, FAM/BHQ fluorescence | inhibition, % at 10.4 µM | 360,000 tested, 0.14% active | AID 602329, 2012;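 active = mean normalized replicate activity at least 40 and at least half of replicates scoring 40 or more; inconclusive = only one of the two criteria met; inactive = mean below 40 and under half of replicates reaching 40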;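 also: 0% = median of neutral control wells and 100% = median of positive control wells; inhibitors cause a drop in the FAM fluorescence signal; in these data hits start at about 50%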
S100A4 inh HTS = inhibitors of S100A4-myosin IIA peptide binding, primary screen, biochemical, fluorescence polarization, TAMRA-MyoIIA peptide; AID 652163, 2013; inhibition, % at 10.7 µM; 360,000 tested, 0.14% active; Protein S100-A4 (Homo sapiens), P26447;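 active = mean inhibition of at least 70% across replicates, with every replicate also reaching that level; inconclusive = mean inhibition reaches 70% but some replicates fall short; inactive = mean inhibition below 70%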
Target sequence (P26447 whole entry, looked up): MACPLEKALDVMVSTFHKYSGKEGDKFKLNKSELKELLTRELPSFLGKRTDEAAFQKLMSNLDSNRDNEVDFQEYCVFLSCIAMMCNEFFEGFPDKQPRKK
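Material: S100A4 monomer (human). Medium: Calcium-containing HEPES buffer, pH 7.2. Probe or stimulus: labelled myosin peptide probe, 5 nM. Compound dosing: one concentration per compound. Timing: polarization read 5 min after assay mix addition, stable 5–60 min. Benchmarks: DMSO as neutral control, TFP as positive control.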
* = called active by the depositor; ? = inconclusive; · = not tested or not shown.

Below each compound – E-sel inducer	ERp5 inh	RAD52 anneal inh	esBAF inh	ERAP1 HTS inh	Xi reactivation	RAD54 inh	S100A4 inh HTS
> CCCN1[C@@H]2c3ccc(C4=CCCC4)c(=O)n3C[C@@H]2[C@@H](CO)[C@@H]1C(=O)NCCCN(C)C
  -0.1	4	-2	4	3	0.0	-3	-4
> COc1ccc(NS(=O)(=O)c2ccc(O)c([N+](=O)[O-])c2)cc1S(=O)(=O)N1CCCCC1
  0.1	-2	-5	·	2	0.1	-4	17
> CC(C)(C)NC(=O)CN(C(=O)c1csnn1)c1ccccc1-c1ccccc1
  ·	0	-8	3	2	0.0	-20	-6
> COc1ccc(NC(=O)COc2ccc(C)nc2[N+](=O)[O-])cc1S(N)(=O)=O
  17	1	-4	-7	1	0.2	-3	-2
> CC(C)C1C(=O)N(Cc2cn(Cc3ccco3)nn2)CCS(=O)(=O)N1Cc1ccc(-c2ccc(F)nc2)cc1 (stereo unspecified)
  0.0	9	-16	4	-1	0.0	4	2
> CCN(C(=O)CSc1nc2c(cnn2-c2ccccc2)c(=O)[nH]1)C1CCS(=O)(=O)C1 (stereo unspecified)
  0.8	-1	-12	·	2	-0.1	-10	0
> O=C(CNc1cc(S(=O)(=O)N2CCOCC2)ccc1N1CCCC1)N1CCc2ccccc21
  2.1	-2	-23	·	12	0.1	·	7
> COc1ccccc1-c1cc(C(=O)N/N=C\c2cnn(C)c2C)c2ccccc2n1
  9.0	2	-11	0	1	0.0	4	4
> Cc1nc(N2CCC(C)CC2)c(C#N)c(C)c1[N+](=O)[O-]
  1.6	6	-26	·	-1	0.0	·	-28
> CCN(CC)c1ncnc2c1cnn2Cc1ccc(C)cc1
  ·	2	-10	8	-2	0.2	-9	-5
> C[C@@H]1CN([C@@H](C)CO)S(=O)(=O)c2ccc(C#Cc3cccc(F)c3)cc2O[C@H]1CN(C)C(=O)CN1CCOCC1
  -0.3	1	-17	2	0	-0.9	-3	6
> CN(C)CCCNS(=O)(=O)c1ccc(-n2nnc3ccccc32)c([N+](=O)[O-])c1
  0.5	2	2	12	0	0.0	-1	2
> O=Cc1c(Cl)nc2ccccn12
  ·	5	1	·	-6	0.0	·	4
> O=C(CN1CCOCC1)NN=Cc1ccc([N+](=O)[O-])o1
  -2.5	5	-22	1	7	0.0	-4	2
> O=C(O)c1cc(N/N=C/c2cccc3ccccc23)ccc1Cl
  ·	3	-40	80*	-9	0.1	-11	-11
> CC(C)Oc1ccc(C(=O)Nc2c3c(nn2-c2ccccc2)CS(=O)(=O)C3)cc1
  0.0	2	-10	·	5	0.0	0	6
> CC(=O)Nc1c(O)c2cccc3c2n(c1=O)CCC3
  ·	2	-17	·	·	-0.1	·	1
> CCCCOC(C)n1cc(F)c(=O)[nH]c1=O (stereo unspecified)
  -1.9	3	0	·	-1	0.1	·	?
> CCCCCCN=C1CC(C)(C)CC(=O)/C1=C(/O)CCC
  0.1	-9	2	·	-3	0.0	·	-2
> COc1ccc(C(=O)NCC(=O)N/N=C/c2cccnc2)cc1OC
  ·	-3	-4	-6	-2	0.0	-3	4
> COc1ccc(N2CCN(C(CNC(=O)C(=O)NCC(OC)OC)c3ccco3)CC2)cc1 (stereo unspecified)
  ·	1	-11	-6	1	0.0	-1	-5
> Cn1nc(C(F)(F)F)c(CNC(=O)C(C)(C)CCl)c1N1CCOCC1
  -1.2	2	-7	-1	-3	-0.1	10	9
> Cc1cc(Br)ccc1S(=O)(=O)NCc1ccccc1
  ·	0	-32	3	2	0.0	-2	-9
> CC(C)(C)OC(=O)C[C@@H]1C/C=C\C[C@@H](CC(=O)N[C@@H](CO)Cc2ccccc2)C(=O)NCCOC1=O
  1.2	3	-10	-5	-6	6.8	-2	1
> COc1ccc(-c2ccc3c(c2)[C@H]2[C@H](CCN2S(=O)(=O)c2ccccc2C)[C@H](CO)N3C)cc1
  -0.5	·	·	0	·	0.0	5	·
> C[C@@H]1CCCCO[C@H](CN(C)S(=O)(=O)c2cn(C)cn2)[C@H](C)CN([C@@H](C)CO)C(=O)c2cc(N(C)C)ccc2O1
  -0.1	6	-3	-8	2	0.0	-5	3
> Cn1c2ccccc2c2nnc(SCC(=O)NC3CC3)nc21
  -9.6	1	-6	-11	-4	0.3	·	-6
> COc1ccc(C2=NN(C(=O)c3ccco3)C(c3ccco3)C2)cc1OC (stereo unspecified)
  ·	0	-4	9	0	0.0	3	0
> C[C@@H](NC(=O)C[C@@H]1CC[C@@H](NC(=O)c2cccnc2)[C@H](CO)O1)c1ccccc1
  -0.4	2	0	-10	-2	0.1	4	6
> O=C(O)C1CCCCC1C(=O)Nc1ccc(S(=O)(=O)N2CCCC2)cc1 (stereo unspecified)
  -0.1	-3	6	11	-6	-0.1	-4	0
> CCS(=O)(=O)CCSC1OC(COC(C)=O)C(OC(C)=O)C(OC(C)=O)C1OC(C)=O (stereo unspecified)
  ·	-1	0	·	1	1.0	·	-4
> O=C(NC1CCC1)[C@@H]1[C@@H](CO)[C@@H]2Cn3c(cccc3=O)[C@@H]2N1CCc1ccccc1
  0.0	8	5	3	-3	-0.1	-4	1
> O=C(C[C@@H]1C[C@@H]2c3cc(NC(=O)C4CCOCC4)ccc3O[C@@H]2[C@@H](CO)O1)NCc1ccc(Oc2ccccc2)cc1
  0.5	-2	12	6	-3	0.0	0	7
> Cc1cc2nc3n(c2cc1C)CC1CC(C(=O)NCc2ccccc2)N(C)C31 (stereo unspecified)
  0.1	-2	-31	4	1	0.0	-10	5
> Nc1c(Cl)ncnc1N/N=C/c1ccc(O)cc1
  -0.5	3	-9	1	·	·	·	34
> N#Cc1cccc(-c2ccc3c(c2)[C@@H]2[C@@H](CCN2S(=O)(=O)c2ccc(F)cc2)[C@H](CO)N3)c1
  -0.2	-2	-12	4	0	0.0	8	9
> O=S(=O)(c1cccc(Cn2nnc(-c3ccc(F)cc3)n2)c1)N1CCOCC1
  -0.4	5	-9	9	-1	0.0	-8	-3
> CC(C)CC(OC(=O)c1nsc(Cl)c1Cl)C(=O)NC1CCCC1 (stereo unspecified)
  ·	2	-2	-5	-5	0.3	4	-3
> C[C@H](CO)N1C[C@H](C)[C@@H](CN(C)Cc2ccncc2)Oc2ccc(NC(=O)Nc3ccccc3)cc2CC1=O
  -0.2	-2	21	6	0	-1.0	1	2
> CCOC(=O)[C@]12CCCC=C1N(CCC1=CCCCC1)C(=O)[C@H](CC(=O)NCc1cccc(C(F)(F)F)c1)C2
  0.1	-1	-9	·	0	-0.1	·	-1
> CCc1cc(=O)oc2c(C)c(OC(C)C(=O)NCCCN3CCOCC3)ccc12 (stereo unspecified)
  0.5	-3	-5	0	-5	0.0	-7	-3
> CC(NC(=O)CCCn1cc([N+](=O)[O-])cn1)c1ccccc1 (stereo unspecified)
  -0.2	3	-14	3	-1	0.0	0	-2
> CC1(c2ccc3c(c2)OCO3)NC(=O)N(CC(=O)Nc2ccccc2[N+](=O)[O-])C1=O (stereo unspecified)
  0.6	-3	-9	-1	0	0.4	-7	-1
> Cc1noc(C)c1NC(=O)N(C)C[C@H]1Oc2c(NC(=O)CCCCCC(=O)Nc3ccccc3N)cccc2C(=O)N([C@H](C)CO)C[C@@H]1C
  0.0	3	-11	·	-1	0.0	·	1
> Cc1csc(SCC(=O)Nc2cc(C(N)=O)cc(C(N)=O)c2)n1
  -0.2	4	-3	-5	-1	-0.1	-7	-2
> Cc1ccc(/C=C/C(=O)NCc2ccc(S(N)(=O)=O)cc2)o1
  3.2	14	-68	·	4	0.0	·	-4
> O=C(N[C@@H](Cc1ccccc1)C(=O)N1CCN(S(=O)(=O)c2ccccc2F)CC1)c1ccco1
  0.0	-3	-19	0	-4	0.0	1	4
> O=C(c1ccccc1F)N1CC(=O)N2[C@H](CO)[C@H](c3ccc(C#Cc4ccccc4)cc3)[C@@H]2C1
  -0.2	-1	2	·	2	0.0	·	0
> CC1=C(C(=O)Nc2ccccc2)C(c2ccco2)n2ncnc2N1 (stereo unspecified)
  ·	-6	-8	4	-1	·	-10	-5
> CCCNC(=O)C1(C)CCN(Cc2cccc(OC(=O)c3ccccc3)c2)C1 (stereo unspecified)
  -0.1	5	-6	4	-3	-0.1	1	2

The listing continues:
Below each compound – E-sel inducer	ERp5 inh	RAD52 anneal inh	esBAF inh	ERAP1 HTS inh	Xi reactivation	RAD54 inh	S100A4 inh HTS
> COc1ccc(C(=O)Nc2ccc3c(c2)OC[C@H](C)NC[C@@H](C)[C@@H](OC)CN(C)C3=O)cc1
  2.4	4	9	-4	-2	-0.2	1	-3
> CN1[C@@H]2c3ccc(-c4ccccc4)c(=O)n3C[C@@H]2[C@@H](CO)[C@@H]1C(=O)N1CCc2ccccc2C1
  -0.2	1	-2	0	2	0.6	2	-1
> CCN(C(=O)COC(=O)c1ccc(OC)c(S(=O)(=O)N(C)Cc2ccccc2)c1)C1CCS(=O)(=O)C1 (stereo unspecified)
  -0.3	-3	2	-2	0	-0.1	-5	-5
> CCCn1c(SCC(=O)Nc2ccc(OC)cc2[N+](=O)[O-])n[nH]c1=O
  1.9	-3	-13	-7	2	0.1	2	-12
> COc1cc2c(cc1OC)[C@@H](NC(=O)CCC1CCCCC1)[C@H](O)C2
  ·	-7	-12	-2	0	0.1	1	0
> C=CC[C@H](CC(=O)N[C@H](CO)Cc1ccccc1)C(=O)N[C@H](COC(=O)[C@H](CC=C)CC(=O)OC(C)(C)C)Cc1c[nH]c2ccccc12
  -0.1	-2	-7	-8	-1	0.1	-5	25
> CN(C)CC(=O)N[C@H]1C[C@@H]2O[C@H](CO)CC[C@@H]2O[C@@H]1CCc1ccc(C2=CCCCC2)cc1
  ·	-8	43	·	0	·	·	-2
> Cc1cccc(C)c1N1C(=O)c2ccccc2NC(=O)C1C(=O)NCCc1ccccc1 (stereo unspecified)
  0.3	-1	-7	·	-4	0.1	·	1
> Cc1[nH]n(-c2ccccc2)c(=O)c1/C=N/N1CCOCC1
  2.9	?	-16	4	-3	-0.2	-10	-8
> Cc1cc(C(=O)COC(=O)C2=COCCO2)c(C)n1-c1ccccc1
  2.3	12	-20	·	1	0.0	·	2
> O=C(CCN1CCCCC1)NCC[C@@H]1CC[C@@H](NC(=O)c2ccc(F)cc2)[C@H](CO)O1
  0.0	1	13	-3	-3	0.1	3	33
